# Assay outcomes deposited in PubChem by several laboratories.
# STAT3 inh = IL-6 driven STAT3 reporter inhibitors, primary screen, U3A cells, luciferase, luminescence, MLSCN library. 190,000 tested, 0.89% active. inhibition, % at 5.5 µM. IL-6 STAT3-luciferase reporter; host cell line lacks STAT1;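 active means inhibition above the mean inhibition across all screened compounds plus 3 SD, cut at about 44% in these data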;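 further: 0% = DMSO only wells and 100% = 100 µM nifuroxazide control wells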
# FLuc inh counter = firefly luciferase enzyme inhibitors, primary screen, artefact control for luciferase-based inhibitor screens, biochemical, luminescence, ATPLite; inhibition, % at 10 µM; 10 min; AID 1006, 2008; Luciferin 4-monooxygenase (Photinus pyralis), P08659; 200,000 tested, 1.5% active;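 active means inhibition above about 50% when tested at 10 µM, limit read from the data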
# Target sequence (P08659 whole entry, looked up): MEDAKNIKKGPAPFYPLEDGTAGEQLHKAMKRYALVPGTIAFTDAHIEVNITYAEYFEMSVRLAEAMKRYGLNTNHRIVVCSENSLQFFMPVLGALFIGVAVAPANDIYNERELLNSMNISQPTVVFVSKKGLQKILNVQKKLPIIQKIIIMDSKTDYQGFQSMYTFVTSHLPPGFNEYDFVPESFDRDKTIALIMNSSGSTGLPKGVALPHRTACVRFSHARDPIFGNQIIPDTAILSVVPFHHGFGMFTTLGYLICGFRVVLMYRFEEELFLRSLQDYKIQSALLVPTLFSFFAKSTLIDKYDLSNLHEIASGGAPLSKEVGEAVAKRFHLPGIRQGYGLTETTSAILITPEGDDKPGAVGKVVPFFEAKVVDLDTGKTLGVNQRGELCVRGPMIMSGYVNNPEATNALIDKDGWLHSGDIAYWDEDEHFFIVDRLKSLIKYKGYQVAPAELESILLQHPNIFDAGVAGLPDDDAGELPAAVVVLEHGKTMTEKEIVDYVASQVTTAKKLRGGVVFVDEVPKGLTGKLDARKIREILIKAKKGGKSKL
# STAT3 activator = IL-6 driven STAT3 reporter potentiators, primary screen, U3A cells, luciferase, luminescence, MLSCN library. IL-6 STAT3-luciferase reporter; 100% = signal with IL-6 EC80 alone. activation (% of control), % at 5.6 µM. 190,000 tested, 0.91% active;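 active means activation above the screen-wide mean of compound activation plus 3 SD, cut at about 130% in these data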;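 further: 0% = background luminescence of wells with medium and substrate only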
#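 System – human U3A cells carrying STAT3-luciferase construct · Probe or stimulus – Interleukin-6, 33 ng/mL · Schedule – compound 1 h, then IL-6 6 h at 37 °C · Signal – luminescence from STAT3-driven luciferase reporter · Evaluation – percent of IL-6-only median luminescence · Benchmarks – IL-6-only high control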
# APP 5'UTR act = activators of APP 5'UTR luciferase reporter, primary screen, SH-SY5Y cells. SH-SY5Y APP 5'UTR luciferase reporter, luminescence; zero percent = DMSO vehicle wells. 190,000 tested, 1% active. activation, % at 2 µM. AID 1276, 2008;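 active means activation above a set limit, based on mean plus 3 SD of controls, cut at about 140% in these data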; further: values of inactives mirror those of a sister screen read the other way
# NF-kB neuron act = activators of NF-kB expression in neurons, primary screen, cell-based, HTS; 190,000 tested, 1.6% active; human neuronal cells, NF-kB reporter expression; active compounds read high; fold change at 12.5 µM; in the data active means fold change above about 3.3
# APP 5UTR inh = inhibitors of APP translation via 5'UTR reporter, primary screen, APP 5'UTR luciferase, SH-SY5Y cells; SH-SY5Y APP 5'UTR-luciferase reporter, luminescence; 190,000 tested, 0.82% active; AID 1285, 2008; inhibition, % at 2 µM;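 active means inhibition above a set limit, derived from the sample mean plus 3 SD, cut at about 45% in these data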; further: values of inactives mirror those of a sister screen read the other way
# STAT1 activator = STAT1 signaling activators, primary screen, cell-based, HTS, luciferase reporter | AID 932, 2007 | NIH 3T3 STAT1-luciferase reporter, IFN-gamma, luminescence; 100% = IFN-gamma alone, no compound | activation (% of control), % at 5.5 µM | 200,000 tested, 2.6% active;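 active means activation above the screen-wide mean activation plus 3 SD, cut at about 130% in these data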;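 further: raw ratio to IFN-gamma control signal so 100% means no change and 0% no light; values of inactives mirror those of a sister screen read the other way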
# RAM inhibit = inhibitors of the yeast RAM network, primary screen, dse1pr::URA3 reporter, 5-FOA selection | inhibition, % at 50 µM | S. cerevisiae dse1pr::URA3 reporter, 5-FOA growth OD615, 2 d; analog-sensitive cbk1-as2 kinase mutant strain | 190,000 tested, 1.8% active;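 active means inhibition above a set limit, 3 SD over mean compound inhibition, cut at about 8.4% in these data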;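 further: 0% = DMSO-only wells with no growth and 100% = 10 µM 1-NA-PP1 full growth; inhibition rescues growth on 5-FOA so higher OD means more RAM inhibition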
# STAT1 inh = STAT1 signaling inhibitors, primary screen, cell-based, HTS, luciferase reporter | NIH 3T3 STAT1-luciferase reporter, IFN-gamma, luminescence | inhibition, % at 5.5 µM | 200,000 tested, 0.35% active | AID 920, 2007;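 active means inhibition above a set limit, the mean inhibition across all tested compounds plus 3 SD, cut at about 34% in these data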;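 further: 0% = IFN-gamma with DMSO and 100% = IFN-gamma with 300 µM nifuroxazide; values of inactives mirror those of a sister screen read the other way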
# Hsp70 activator = Hsp70 transcriptional activators, primary screen, cell-based, HeLa, Hsp70 promoter luciferase, luminescence, 10 µM. HeLa Hsp70 promoter luciferase reporter; scaled: vehicle 0, proteasome-inhibitor control 100%. activation, % at 10 µM. 200,000 tested, 0.04% active. AID 1203, 2008;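 active means activation above the mean across all tested compounds plus 3 SD, cutoff set per campaign, cut at about 5.5% in these data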;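 further: 100% = MG132 at 30 µM as the positive control and 0% = DMSO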
# Numbers without * were called inactive; . = no result given. Random draw from the library, and some 7.7% of all compounds hit somewhere here.
Compound	STAT3 inh	FLuc inh counter	STAT3 activator	APP 5'UTR act	NF-kB neuron act	APP 5UTR inh	STAT1 activator	RAM inhibit	STAT1 inh	Hsp70 activator
C=CCN(C(=O)c1ccccc1)c1ccc(OC)cc1	11	-1	95	2	1.2	-2	96	0.1	5	-0.1
Cc1ccsc1-c1nc(CN2CCN(C)C(=O)[C@@H]2C)c(C)o1	2	-2	100	28	1.2	-28	96	1.8	3	-0.2
O=C(CCC(=O)c1cccs1)OCC(=O)c1ccc(Cl)s1	11	-1	96	44	1.1	-16	100	1.8	-2	-0.3
O=C(NCc1cccnc1)/C(=C\c1ccc(-c2ccc(Cl)c(Cl)c2)o1)S(=O)(=O)c1ccccc1	12	-1	92	-15	0.14	15	86	-1.5	15	0.2
CN(Cc1ccccc1)c1nnc(N)s1	1	-3	99	21	1.2	-21	105	-0.1	-6	-0.2
O=C(O)CSc1nnc(Cc2ccccc2)n1-c1ccccc1	6	-3	96	-8	0.98	8	100	-0.2	0	-0.6
O=C(COC(=O)c1ccc(S(=O)(=O)NCc2ccco2)cc1)Nc1ccc(OC(F)F)cc1	-3	-2	101	5	1.2	-5	97	3.7	4	-0.5
CCCCc1ccc(NC(=S)NCCCN2CCOCC2)cc1	16	-3	92	2	1.6	-2	97	-0.4	3	-0.1
Brc1ccc2c(c1)C(C1=NCCN1)c1ccccc1CS2 (configuration not stated)	4	-8	98	-94	1.2	94*	100	0.4	-1	-0.3
COc1ccc(C)cc1N(CC(=O)Nc1cccc(N(C)S(C)(=O)=O)c1)S(C)(=O)=O	5	-6	98	4	0.76	-4	105	0.0	-5	-0.1
COc1ccc(-c2noc(CCC(=O)N3CCC(C)CC3)n2)cc1	5	4	97	-12	1.1	12	98	0.1	2	0.0
C=CCSc1nc2sc3c(c2c(=O)n1CC=C)CCc1ccccc1-3	-21	-1	116	-14	1.2	14	103	-0.8	-3	-0.5
CCOc1cc(CNCCN2CCOCC2)ccc1OCc1ccccc1Cl	8	-1	99	-6	0.83	6	89	-0.8	9	-0.1
COc1cc(CNn2nnnc2N)cc(Br)c1OCc1c(Cl)cccc1Cl	18	-5	88	10	0.72	-10	96	1.9	4	0.0
CC(=O)NC(Cc1ccc(C)cc1)C(=O)NC1CCN(C(=O)c2ccc([N+](=O)[O-])cc2)CC1 (configuration not stated)	-1	-5	101	.	1.1	.	99	2.2	2	-0.2
CCOC(=O)C1(Cc2ccccc2)CCN(Cc2ccon2)CC1	-2	-2	105	-9	1	9	97	1.1	2	-0.3
O=C(NCc1ccccn1)Nc1cccc(NC(=O)NCc2ccccn2)c1	-6	-3	109	12	1.6	-12	108	1.1	-10	0.0
CCOC(=O)c1[nH]c2ccccc2c1N=C(C)N(CC)CC	-2	-9	107	-7	0.85	7	102	0.3	-2	0.4
CC1CN(CCOc2ccccc2[N+](=O)[O-])CC(C)O1 (configuration not stated)	15	-7	96	17	1.2	-17	101	0.0	-3	-0.2
CC1(C)Cc2nc3sc(C(=O)NCCCO)c(N)c3cc2CS1	-14	12	111	49	1.9	-49	119	1.0	-20	-0.1
COC(=O)C1=C(C)Nc2[nH]c(=S)[nH]c(=O)c2C1c1ccc(OC)cc1 (configuration not stated)	-1	-3	104	12	0.15	-12	103	3.4	-4	-0.4
O=C(N1CCCCC1)N1CCCN(C(=O)N2CCCCC2)CC1	-5	-2	107	-2	1.1	2	101	1.6	0	0.1
Cc1cccc(CC2CC(=O)N(C3CCCCC3)C2=O)c1 (configuration not stated)	1	-4	101	1	1.2	-1	106	0.1	-6	-0.4
CC(C)C(=O)Nc1c(C(=O)c2ccc(F)cc2)oc2ccccc12	20	-10	87	12	0.89	-12	90	2.4	11	-0.3
Cc1sc2c(c1C)c(=O)n(-c1ccc(F)cc1)c(=O)n2CC(=O)NCc1ccco1	13	-6	97	5	1.3	-5	102	1.5	-3	0.0

# Continued, overlapping the part above by two compounds.
Compound	STAT3 inh	FLuc inh counter	STAT3 activator	APP 5'UTR act	NF-kB neuron act	APP 5UTR inh	STAT1 activator	RAM inhibit	STAT1 inh	Hsp70 activator
CC(C)C(=O)Nc1c(C(=O)c2ccc(F)cc2)oc2ccccc12	20	-10	87	12	0.89	-12	90	2.4	11	-0.3
Cc1sc2c(c1C)c(=O)n(-c1ccc(F)cc1)c(=O)n2CC(=O)NCc1ccco1	13	-6	97	5	1.3	-5	102	1.5	-3	0.0
CN(c1nc2nonc2nc1NC1CC1)C1CCOC1 (configuration not stated)	8	-8	97	-4	1.1	4	99	2.5	0	0.2
C(=N\Nc1nc(-c2ccccc2)cs1)/c1cccs1	-14	6	122	47	7.4*	-47	145*	1.3	-54	0.3
Cc1nc(-c2ccccn2)sc1C(=O)Nc1ccc(F)cc1	17	-3	91	22	1.2	-22	118	0.4	-20	-0.2
Cc1c(C(=O)NCCc2ccccc2)oc2ccc(S(=O)(=O)N3CCC4(CC3)OCCO4)cc12	10	-10	94	9	0.5	-9	98	3.0	2	0.1
O/N=C/c1ccccc1OCc1ccc(Cl)cc1	8	3	102	32	2.7	-32	106	-1.1	-6	-0.1
CCOc1cc(/C=N/NC(=O)c2ccc(CN3CCOCC3)cc2)ccc1OCc1ccccc1	23	-2	80	-6	1.4	6	97	1.1	3	-0.2
CCOc1ccc(S(=O)(=O)Nc2cccc(C(=O)N3CCN(c4ccc(OC)cc4)CC3)c2)cc1	11	0	94	-9	0.91	9	98	0.8	2	-0.1
Cc1nc(Nc2cccc(C(F)(F)F)c2)nc2c1C(=O)CC(C)C2 (configuration not stated)	14	-7	92	8	1.2	-8	98	2.3	2	-0.1
Cc1cccc(C)c1NC(=O)C(NC(=O)c1ccccn1)c1ccccc1[N+](=O)[O-] (configuration not stated)	-14	2	113	10	1.3	-10	106	0.8	-7	-0.3
O=C(N/N=C/c1cccnc1)C1CC1(c1ccccc1)c1ccccc1 (configuration not stated)	19	-5	92	8	0.98	-8	94	0.2	4	0.0
O=C(NCc1ccco1)c1cc([N+](=O)[O-])ccc1N1CCOCC1	-2	-4	108	-15	1.3	15	97	1.6	1	0.2
COc1cc2c(cc1OC)C(C(=O)N1CCCCC1)C(c1ccccc1F)N(C)C2=O (configuration not stated)	3	1	101	-6	0.82	6	93	0.9	6	-0.4
CC1CCCN(c2nc3ccsc3c(=O)s2)C1 (configuration not stated)	-6	5	110	47	1.9	-47	121	1.4	-23	0.0
Cc1c2c(nc3ccccc13)OCC2	13	0	87	-2	0.83	2	98	0.7	2	-0.4
Cc1cc(C)n(C(=O)C23CC4CC(CC(C4)C2)C3)n1	0	-5	103	3	1.1	-3	98	1.7	2	0.2
COC(=O)c1ccccc1NC(=O)CNC(=O)c1ccco1	6	-6	98	11	1.1	-11	100	2.6	0	-0.1
O=C(CSc1nnnn1-c1ccccc1)CC(=O)Nc1ccc(Cl)cc1	-1	2	106	17	0.94	-17	96	7.3	4	-0.2
CC(C)(C)NCC(=O)c1c[nH]c2ccccc12	0	-5	102	-7	1.2	7	91	1.3	9	-0.2
O=S(=O)(N1CCOCC1)N1CCN(c2ccc(F)cc2)CC1	0	-6	105	-2	1.3	2	100	1.8	0	-0.5
N/C(=N\OC(=O)CCCc1ccccc1)c1ccccn1	8	60*	97	13	1.7	-13	104	0.4	-4	0.1
Cc1ccc(S(=O)(=O)N2CCC(C(=O)NCc3ccccc3Cl)CC2)cc1	-3	-7	106	-2	1.1	2	101	1.6	-2	-0.2
CC1=NN(c2nc(-c3ccccc3)cs2)C(=O)C1	7	-2	95	-5	0.69	5	90	2.1	11	-0.5
CCN(CC)C(=O)CSc1nnc(-c2ccco2)n1N	7	-8	97	-15	0.91	15	106	0.4	-7	0.1
COc1ccc(S(=O)(=O)NCC(=O)N(CC(=O)NCC2CCCO2)c2ccccc2C)cc1 (configuration not stated)	8	-9	96	-1	1.2	1	94	1.3	7	-0.3
CCN(CC)CCNC(=O)/C(=C\c1cccn1C)NC(=O)c1cccs1	20	-1	82	6	1.1	-6	93	0.1	8	-0.2

# NF-kB neuron act: what is marked active above
SMILES	STAT3 activator	APP 5'UTR act	NF-kB neuron act	APP 5UTR inh	STAT1 activator	RAM inhibit	STAT1 inh	Hsp70 activator
C(=N\Nc1nc(-c2ccccc2)cs1)/c1cccs1	122	47	7.4*	-47	145*	1.3	-54	0.3

# Remaining list, next part
Compound	STAT3 inh	FLuc inh counter	STAT3 activator	APP 5'UTR act	NF-kB neuron act	APP 5UTR inh	STAT1 activator	RAM inhibit	STAT1 inh	Hsp70 activator
CC(=O)c1cccc(NC(=O)C2CC(=O)N(c3cccc(C)c3C)C2)c1 (configuration not stated)	-1	-5	104	-5	1.2	5	100	0.5	0	-0.4
CN1CCN(c2ccc(NC(=O)c3cccc(OCc4ccccc4)c3)cc2)CC1	-8	7	109	.	1.3	-26	119	1.4	-20	-0.1
O=[N+]([O-])c1ccc(N2CCN(c3ccccc3F)CC2)c(S(=O)(=O)N2CCOCC2)c1	-4	-2	109	4	0.81	-4	87	4.0	14	-0.3
CC1CCN(C(=O)CCCOc2cc(=O)n(C)c3ccccc23)CC1	26	-4	82	14	1.5	-14	88	0.3	13	-0.2
COc1ccc(NC(=O)CC(C)(C)C)c([N+](=O)[O-])c1	-12	-2	115	10	1.2	-10	98	0.9	3	-0.2
COC(=O)C1=C(C)C(c2ccc(OC)cc2OC)NC(=O)N1 (configuration not stated)	10	-7	97	-6	1.1	6	100	2.0	0	0.0
CCC(C)NC(=O)CSc1ccc(NC(C)=O)cc1 (configuration not stated)	-4	-3	102	.	1.1	.	99	1.1	1	-0.2
COc1ccc(OCCSc2nnc(Cc3cccc4ccccc34)n2N)cc1	2	-3	96	-1	1.1	1	105	0.7	-3	-0.3
COc1ccc(/C=C/C(=O)NCc2cnn(C)c2C)cc1COc1ccc(Br)cc1	29	-4	84	7	0.64	-7	104	4.6	-5	-0.1
CCCCn1c(N(CCOC(C)=O)C(C)=O)nc2ccccc21	4	.	101	-1	1.3	1	91	2.1	9	-0.4
CN(C)c1nc2c(c(=O)n(C)c(=O)n2C)n1Cc1ccccc1	-9	-8	108	-7	1.1	7	101	0.8	-1	0.0
Cc1noc(NC(=O)c2cccc(Cl)c2Cl)c1C#N	9	-8	93	-14	0.98	14	94	1.2	5	-0.4
CCOC(=O)c1c(C)[nH]c(C(=O)Nc2ccc3c(c2)OCO3)c1C	10	25	96	164*	7.8*	-164	141*	2.1	-45	0.1
Cc1cc2c3c(c1)C(C)(c1ccccc1)CC(C)(C)N3C(=O)C21C(C#N)=C(N)OC2=C1C(=O)CC(C)(C)C2 (configuration not stated)	-3	-3	109	-6	0.64	6	99	5.0	1	-0.6
